High-throughput results from PubChem BioAssay.
CHRM5 PAM: CHRM5 positive allosteric modulation; P08912; CHO-K1 hM5, Fluo-8 calcium, ACh EC20 PAM; 0% = ACh EC20, 100% = ACh EC100; activation, % at 3 µM; actives 0.3% (n = 360,000);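 active = activation above the run cutoff, the mean activation of all test compounds plus 3 SD, cut at about 18% in these data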
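System: CHO-K1 hM5 cells. Reagent: acetylcholine, EC20 level. Compound dosing: single dose, 3 µM nominal final test concentration. Timing: Post-acetylcholine fluorescence recording 140 s. Detection: Fluo-8 calcium fluorescence. Read-out: % activation, ACh-normalized. Benchmarks: ACh EC20 and EC100 wells. Repeats: singlicate, one well per test compound.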
CRFR2-BP ag: CRF-BP/CRF-R2 complex agonism. HEK293 CRF-R2/CRF-BP, calcium dye fluorescence (FLIPR); percent of saturating CRF peptide response. activation, % at 13.2 µM. actives 0.46% (n = 350,000). AID 588473;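 active = activation of at least 50%, plus an integration ratio under a set limit after plate pattern correction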;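 also: plate controls were neutral control wells without compound for no effect and CRF at EC100 for full effect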
M4 ag: CHRM4 agonism in calcium assay; CHO-K1 hM4/Gqi5, Fluo-8 calcium fluorescence; vehicle 0%, full acetylcholine response 100%; activation, % at 3 µM; actives 0.14% (n = 360,000); AID 624127;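 active = activation above the run mean over all test wells plus 3 SD, cut at about 32% in these data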;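 also: peak over basal fluorescence ratio per well then scaled between controls; 0% = DMSO wells and 100% = acetylcholine at EC100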
CRFR2-BP antag: CRF-BP/CRF-R2 complex antagonism. AID 588475. actives 0.59% (n = 350,000). HEK293 CRF-R2/CRF-BP, CRF-induced calcium fluorescence. inhibition, % at 11.8 µM;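 active = inhibition of the ligand-induced calcium signal above about 50% at the single tested concentration, limit read from the data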
CHRM4 antagonist: antagonists of human muscarinic M4 receptor (CHRM4); P08173; inhibition, % at 3 µM; actives 0.73% (n = 360,000); CHO-hM4 cells, ACh EC80, Fluo-8 calcium fluorescence;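 active = inhibition above its plate's cutoff, the mean inhibition of sample wells plus 3 SD, cut at about 27% in these data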;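 also: 0% = acetylcholine EC80 with DMSO and 100% = DMSO without agonist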
M5 antag: blocks acetylcholine activation of human M5 receptor; CHO-hM5 cells, Fluo-8 calcium fluorescence, ACh EC80; inhibition, % at 3 µM; P08912; actives 0.59% (n = 360,000);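 active = inhibition above a per-plate cutoff, the mean of that plate's test compounds plus 3 SD, cut at about 27% in these data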;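 also: 0% = acetylcholine EC80 with DMSO and 100% = DMSO without agonist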
IDE cell inh: cellular human IDE inhibition. P14735. HEK cells, FAbetaB cleavage, fluorescence polarization. inhibition, % at 5.59 µM. actives 0.41% (n = 320,000). AID 434962;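 active = percent inhibition above the average of all tested compounds plus 3 SD, set per screening campaign, cut at about 16% in these data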;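 also: IDE supplied by intact live HEK cells; FP after avidin binding of uncleaved biotin substrate so inhibition keeps polarization high; 0% = DMSO wells and 100% = 60 µM reference IDE inhibitor Ii1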
Target sequence (P14735 whole entry, looked up): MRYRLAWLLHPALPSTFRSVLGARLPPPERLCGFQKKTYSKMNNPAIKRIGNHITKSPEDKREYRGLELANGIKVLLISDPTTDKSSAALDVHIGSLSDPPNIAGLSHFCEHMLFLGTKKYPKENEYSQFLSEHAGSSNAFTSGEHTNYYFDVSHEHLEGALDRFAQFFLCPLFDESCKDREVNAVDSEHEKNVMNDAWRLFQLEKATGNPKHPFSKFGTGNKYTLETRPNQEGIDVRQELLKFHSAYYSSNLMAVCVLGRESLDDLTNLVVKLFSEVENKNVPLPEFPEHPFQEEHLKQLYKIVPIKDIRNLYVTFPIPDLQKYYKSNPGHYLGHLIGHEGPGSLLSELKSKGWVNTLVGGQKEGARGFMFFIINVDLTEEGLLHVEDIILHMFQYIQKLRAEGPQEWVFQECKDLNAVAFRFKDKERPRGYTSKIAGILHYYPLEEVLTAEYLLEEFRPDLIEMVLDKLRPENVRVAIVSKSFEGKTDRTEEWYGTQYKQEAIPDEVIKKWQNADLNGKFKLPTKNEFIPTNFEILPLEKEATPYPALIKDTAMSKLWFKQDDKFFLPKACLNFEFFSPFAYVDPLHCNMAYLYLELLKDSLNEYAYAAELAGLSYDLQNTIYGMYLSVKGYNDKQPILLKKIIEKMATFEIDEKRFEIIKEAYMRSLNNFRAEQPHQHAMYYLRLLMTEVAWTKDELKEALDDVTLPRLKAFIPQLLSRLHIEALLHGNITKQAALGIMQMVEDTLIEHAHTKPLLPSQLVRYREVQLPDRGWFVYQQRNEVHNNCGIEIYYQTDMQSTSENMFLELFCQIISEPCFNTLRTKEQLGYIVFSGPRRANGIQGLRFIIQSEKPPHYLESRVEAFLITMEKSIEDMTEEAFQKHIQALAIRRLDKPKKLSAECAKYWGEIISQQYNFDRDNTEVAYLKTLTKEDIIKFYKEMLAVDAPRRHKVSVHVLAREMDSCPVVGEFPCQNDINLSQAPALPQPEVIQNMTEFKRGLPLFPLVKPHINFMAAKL
M5 ag: CHRM5 agonism in calcium assay; CHO-K1 hM5 cells, Fluo-8 calcium fluorescence; 0% DMSO wells, 100% maximal acetylcholine response; activation, % at 3 µM; actives 0.19% (n = 360,000); AID 624037;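 active = activation above the run's mean over test compounds plus 3 SD, cut at about 23% in these data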;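 also: signal is peak over basal fluorescence ratio across the kinetic read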
CHRM4 PAM: positive allosteric modulators of human muscarinic M4 receptor. P08173. CHO-K1 hM4/Gqi5, Fluo-8 calcium fluorescence, ACh EC20; 0% = ACh EC20, 100% = maximal ACh. activation, % at 3 µM. actives 0.4% (n = 360,000). AID 624126;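 active = activation above its plate's cutoff, the mean activation of sample wells plus 3 SD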; also: some results filed as inactive read as strong as hits
* = called active by the depositor; x = no result given.

SMILES | CHRM5 PAM | CRFR2-BP ag | M4 ag | CRFR2-BP antag | CHRM4 antagonist | M5 antag | IDE cell inh | M5 ag | CHRM4 PAM
CN(Cc1ccccc1)S(=O)(=O)c1ccc(OCC(=O)Nc2cccc([N+](=O)[O-])c2)cc1 | -3 | 6.4 | 10 | -28 | 0 | 0 | -1 | -1 | -7
NC(=O)CC(NC(=O)Cc1cccc2ccccc12)c1ccc(N2CCN(c3ccccc3)CC2)c([N+](=O)[O-])c1 (stereo unspecified) | 7 | -0.2 | 0 | -3 | -5 | 7 | -2 | 2 | 4
COc1ccc(C(=O)c2ccccc2)cc1CN1CCOCC1 | 3 | -0.7 | 1 | 12 | -8 | 9 | x | -2 | 4
Cc1cc(C)cc(N(C(=O)c2ccc(Br)o2)C2C=CS(=O)(=O)C2)c1 (stereo unspecified) | 6 | -0.6 | 3 | 2 | 1 | -3 | -4 | 1 | 6
O=S(=O)(NCC1CCN(S(=O)(=O)c2ccccc2)CC1)c1ccccc1 | 3 | -1.3 | 5 | -5 | -6 | -2 | 8 | -6 | 9
CCc1cccc(CC)c1NC(=S)N1CCn2cccc2C1c1cccnc1 (stereo unspecified) | -2 | -1.9 | 0 | 10 | 0 | 7 | -3 | -4 | 13
Cc1ccc(C(=O)Nc2ccncc2)cc1S(=O)(=O)N1CCOCC1 | 2 | -0.6 | 4 | 3 | -12 | 1 | -3 | -3 | 9
O=C(Nc1ccccc1)c1cnc(-c2ccccc2)nc1-c1ccccc1 | -8 | 7.1 | 3 | -23 | -16 | -2 | 4 | -5 | -5
CN1C(C(=O)NCc2cccc(C(F)(F)F)c2)CC2Cn3c(nc4ccccc43)C21 (stereo unspecified) | 10 | -0.6 | 3 | 7 | 3 | -3 | 8 | 4 | 16
CC1(C)Cc2c(c(-c3ccco3)nc3sc4c(NCCN5CCOCC5)ncnc4c23)CO1 | -2 | 0.4 | 6 | 5 | -6 | 4 | -2 | 1 | -2
CC(=O)Nc1ccc(Nc2c3ccccc3nc3ccccc23)cc1 | -2 | -3.4 | 1 | 1 | 7 | 1 | 4 | -5 | -6
CN1CCCN(C(=O)CC2(CC(=O)O)CCCCC2)CC1 | 3 | 2.6 | 0 | 1 | -8 | 7 | 2 | -16 | 8
Cc1ccc(OCCNC(=O)c2cccc(C)c2)cc1 | -1 | -0.1 | 1 | 11 | 9 | 10 | -10 | -10 | -4
COc1ccc(NC(=O)/C(Cl)=C(/Cl)S(=O)Cc2ccccc2)cn1 (stereo unspecified) | 16 | 6.6 | 5 | -55 | 36* | 42* | 0 | 15 | 4
Cc1ccc(C)c(NC(=O)COC(=O)CCC(=O)c2cccs2)c1 | -1 | -1.7 | 1 | 8 | -14 | 5 | 0 | -5 | 0
CN(C)/C=C1\C=C2C(=O)c3ccccc3N2C1=O | -23 | 217* | 65* | -220 | 10 | 25 | 12 | 110* | -30
COc1cc(CNC(=O)c2cc(-c3cc(Cl)ccc3C)n[nH]2)cc(OC)c1 | -1 | x | 2 | x | -6 | 5 | x | -1 | 8
CC1(C(=O)NCc2cccc(C(F)(F)F)c2)CCN1C1Cc2ccccc2C1 (stereo unspecified) | 0 | x | -1 | x | -7 | -8 | x | -1 | -3
CCCC(=O)Nc1ccc(C(=O)N2CCCC2)cc1 | -6 | 0.3 | 1 | 4 | 3 | 2 | -5 | 1 | 5
O=C(/C=C/c1ccco1)Nc1ccc(N2CCCC2)cc1 | -1 | 3.8 | 1 | 16 | 4 | -1 | 0 | -2 | 4
CCN(CC)S(=O)(=O)c1cccc(NC(=O)c2ccc(Br)cc2)c1 | -19 | 1.6 | 18 | 5 | 5 | 14 | 4 | 4 | -14
Cc1ccc(NC(=O)C(=O)NCCN2CCN(C(=O)C(c3ccccc3)c3ccccc3)CC2)cc1 | 11 | -1.3 | 0 | 18 | 4 | -2 | 7 | -4 | 3
Oc1ccc(N=Nc2ccc3ccccc3c2)cc1 | 1 | -0.6 | 2 | 5 | 1 | -6 | -2 | 5 | 4
COC(=O)/C=C1/SC(=NC(=O)c2ccc(Cl)cc2)NC1=O | 7 | 1.7 | 1 | 2 | 11 | -2 | -3 | -1 | 8
Cc1cc(C)cc(N2C(=O)CC(N(C(=O)c3ccco3)c3cc(C)cc(C)c3)C2=O)c1 (stereo unspecified) | 4 | -0.8 | 0 | 40 | 2 | -2 | 0 | 1 | 8
Cc1ccc(C)c(NC(=O)CN(C)C(=O)c2cc(-c3cccs3)nn2-c2ccccc2)c1 | 0 | -0.9 | 2 | -3 | 1 | 7 | -1 | -1 | -4
CCn1cc(C(=O)O)c(=O)c2cc(F)c(N3CCN(C(=S)Nc4ccccc4OC)CC3)cc21 | -10 | -2.8 | 0 | 29 | 0 | 12 | 7 | -2 | -23
O=S(=O)(c1ccc(Br)s1)N1CCN(c2ccnc3cc(Cl)ccc23)CC1 | -18 | 1.8 | 4 | -12 | 17 | 17 | 7 | -3 | -13
CC(C)N1CCc2c(sc(NC(=O)c3ccc4ccccc4c3)c2C(N)=O)C1 | -2 | 124* | 3 | -115 | -3 | -5 | 11 | 3 | 1
CNC(=S)N(CCc1cccc(C)c1)Cc1cc2cc(OC)c(OC)cc2[nH]c1=O | -5 | 2.5 | 1 | -35 | 7 | 4 | 1 | -1 | -5
CCc1ccccc1N1C(=O)c2ccccc2S1(=O)=O | 1 | -3.1 | 2 | 10 | 4 | 3 | -1 | -2 | 14
CCOc1ccc(-c2c(C(=O)N/N=C/c3ccc(C)s3)nnn2-c2nonc2N)cc1 | 5 | -0.8 | 8 | -33 | -15 | -6 | 3 | 7 | -4
COc1ccc(C(C(=O)NC2CCCC2)N(C(=O)c2csnn2)C2CCCC2)cc1 (stereo unspecified) | -1 | 0.3 | 2 | -7 | 9 | 7 | -1 | 0 | -9
COc1ccc(CNCCC2(C(C)C)CCOC(C)(C)C2)cc1 (stereo unspecified) | -3 | -0.7 | 0 | 1 | -19 | 5 | -2 | -4 | 2
CC(Oc1ccc2ccc(=O)oc2c1)C(=O)NC1CCN(Cc2ccccc2)CC1 (stereo unspecified) | -2 | 0.3 | 0 | -6 | -4 | 7 | 7 | -8 | 5
COc1cc(/C=C(\C#N)c2nc(-c3cc4ccccc4oc3=O)cs2)ccc1O | 6 | 5.8 | 0 | -26 | 12 | -3 | 0 | 3 | 11
COc1ccc(OCC(=O)OCC(=O)N2C(C)CCCC2C)cc1 (stereo unspecified) | 4 | -1.5 | 3 | 5 | 10 | 0 | -3 | 5 | 2
O=C(c1ccco1)n1nc(-c2ccccc2)nc1SCc1ccccc1 | 0 | 3.3 | 0 | -25 | -11 | 0 | -1 | -5 | 14
CCOc1ccccc1NC(=O)C(Sc1nnnn1C)c1ccccc1 (stereo unspecified) | 4 | 2.1 | -1 | -25 | 6 | -2 | -2 | -1 | -1
CCN(CC)c1ccc(S(=O)(=O)N2CCOCC2)cc1NC(=O)CSC(=S)N1CCCC1 | -7 | -1.2 | 3 | 9 | -5 | 2 | 0 | -6 | -2

Quoted at random: three compounds from above, in no set order.
SMILES | CHRM5 PAM | CRFR2-BP ag | M4 ag | CRFR2-BP antag | CHRM4 antagonist | M5 antag | IDE cell inh | M5 ag | CHRM4 PAM
CCOc1ccccc1NC(=O)C(Sc1nnnn1C)c1ccccc1 (stereo unspecified) | 4 | 2.1 | -1 | -25 | 6 | -2 | -2 | -1 | -1
COc1ccc(C(C(=O)NC2CCCC2)N(C(=O)c2csnn2)C2CCCC2)cc1 (stereo unspecified) | -1 | 0.3 | 2 | -7 | 9 | 7 | -1 | 0 | -9
COc1cc(/C=C(\C#N)c2nc(-c3cc4ccccc4oc3=O)cs2)ccc1O | 6 | 5.8 | 0 | -26 | 12 | -3 | 0 | 3 | 11

(list continues)
SMILES | CHRM5 PAM | CRFR2-BP ag | M4 ag | CRFR2-BP antag | CHRM4 antagonist | M5 antag | IDE cell inh | M5 ag | CHRM4 PAM
O=C(COc1ncnc2c(Cl)cc(Cl)cc12)Nc1cc([N+](=O)[O-])ccc1Cl | 5 | 2.0 | 2 | -29 | -8 | 1 | -1 | -1 | 19
CCC(C)[C@H](NC(=O)N1CCn2c1nc1ccccc12)C(=O)NCc1ccc(OC)cc1 (stereo partly specified) | -3 | -1.5 | 5 | 52* | -16 | -4 | 6 | -1 | 2
CNC(=O)c1nnc(Cc2ccc(F)cc2)o1 | -5 | 0.8 | 2 | 5 | -1 | 0 | -1 | 2 | 5
FC(F)(F)c1cccc(OCC2CNC(=S)O2)c1 (stereo unspecified) | -3 | -1.5 | 1 | 5 | -4 | 2 | 2 | 0 | 8
COC1=CC(=O)[C@@]2([C@@H]1O)[C@@H](Cl)C[C@]13C(OC)=C(OC)C(=O)C[C@]21CCN3C | 4 | 0.7 | 3 | -4 | -1 | 6 | 3 | 3 | 14
O=C(Nc1nnc(-c2ccc3c(c2)CCCC3)o1)c1ccc(Cl)cc1Cl | 6 | 24 | 1 | 42 | 8 | 17 | 1 | 0 | 2
COc1ccccc1NS(=O)(=O)c1cc(NC(=O)c2sccc2C)ccc1N1CCCC1 | -1 | 6.4 | 0 | 47 | -7 | 7 | -2 | -4 | -8
COc1ccc2ccccc2c1CN1CCN(C(=O)c2ccccc2)CC1 | 3 | -1.1 | 5 | -10 | -5 | 7 | 1 | -4 | 13
Cc1ccc2nc(NC(=O)CSc3nc(=O)n(CCN(C)C)c4c3CCCC4)sc2c1 | 4 | 0.7 | 2 | -6 | 3 | -1 | 7 | -5 | 5
C[C@]12CCC3C(CC[C@H]4CC(O)CC[C@]34C)C1CC/C2=N/NC(=O)c1ccncc1 (stereo partly specified) | -5 | -1.1 | 13 | 10 | -7 | 10 | -3 | -2 | -10
N#Cc1ccc(C(=O)CSc2nnc(-c3ccc(C(F)(F)F)cn3)s2)cc1 | 12 | -1.9 | 1 | 2 | -11 | 3 | 14 | -2 | 23
Cc1nn(-c2ccccc2)c(Cl)c1/C=N/Nc1nnc(C)c(=O)[nH]1 | -2 | -4.1 | 0 | 9 | -4 | -2 | 5 | -1 | 9
Cn1cc([N+](=O)[O-])c(C(=O)N/N=C/c2ccccc2)n1 | -7 | -1.0 | 1 | 4 | 4 | 2 | 1 | 1 | 0
COC(=O)c1ccc(OCCOc2ccccc2C)cc1 | 8 | -0.5 | 0 | -1 | -1 | 8 | 3 | 2 | -1
CC1CN(S(=O)(=O)c2cccc(C(=O)NCCCn3ccnc3)c2)CC(C)O1 (stereo unspecified) | -6 | -0.9 | 0 | 3 | -2 | -5 | -6 | -7 | -2
Cc1cc(C)n2nc(CC(=O)NNC(=O)COc3cccc(C)c3C)nc2n1 | -2 | -1.2 | 0 | 21 | -2 | 10 | 1 | -5 | -5
Cc1ccc(-c2ccc(=O)n(CCC(=O)NCc3ccccn3)n2)cc1 | -4 | 0.4 | 1 | 6 | -10 | 2 | -1 | -4 | 1
CC(C)(C)c1ccc(-c2nnc(SCC(=O)NC3CC3)o2)cc1 | 0 | -1.4 | 9 | -4 | -5 | 5 | 0 | 5 | 2
CCOC(=O)Cn1c(N2CCCCCC2)nc2c1c(=O)[nH]c(=O)n2C | -3 | -1.6 | 0 | -1 | 3 | 5 | 7 | 0 | 7
